Assay outcomes: PubChem, Johns Hopkins Ion Channel Center
TMEM16A act – activators or potentiators of mouse TMEM16A chloride channel; Q8BHY3; B-score at 10 µM; 340,000 tested, 0.3% active; AID 623877; HEK293 TMEM16A/YFP-H148Q/I152L, iodide quench fluorescence; stronger effect = lower value;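 active means fluorescence-ratio B-score plate-corrected deviation score at least 3 library SD below zero, with starting fluorescence score within 5 deviations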;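 further: channel opened by trigger with iodide after compound preincubation; score built on the fluorescence ratio of max minus min over baseline; more negative score means more quench and so TMEM16A activation or potentiation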
Calls only; i = inactive. Only part of the results is shown. The share of hits here may be higher or lower than overall.

SMILES	TMEM16A act
NC(=O)C1CCN(C(=O)c2cc(Cl)c3c(c2)OCCO3)CC1	i
CCN(CC)CCNC(=O)c1ccc(NC(=O)C2CC(=O)N(CCc3ccc(OC)c(OC)c3)C2)cc1 (centres undefined)	i
Cc1c(C(=O)OCC(=O)NCc2ccco2)cccc1[N+](=O)[O-]	i
Cc1ccc(C(=O)CCC(=O)OCC(=O)NNC(=O)c2ccccc2Cl)cc1	i
CCOc1ncccc1C(=O)OCC(=O)Nc1cc(C(C)(C)C)ccc1OC	i
O=C(NS(=O)(=O)NC1CCCCC1)C1=C(N2CCCC2)COC1=O	i
COC(=O)CC1(CC(N)=O)SCCS1	i
CCOC(=O)N1C(=O)NC(=O)C1c1ccccc1 (centres undefined)	i
C=CC[C@@H](CC(=O)N[C@@H](CO)Cc1ccccc1)C(=O)N[C@@H](C)COC(=O)[C@@H](CC=C)Cc1ccc(F)cc1	i
COc1cccc(-c2c(-c3cc(OC)cc(OC)c3)n(C)c3ccc(Br)cc23)c1	i
Cn1c(=O)c2c(nc(CCc3ccccc3)n2C)n(C)c1=O	i
CC(=O)Nc1ccc(S(=O)(=O)NCCC(=O)NCCOc2ccccc2)cc1	i
CCCN(CC(=O)Nc1ccccc1OC)C(=O)c1nc2nc(C)ccn2n1	i
CC1CCCC(C)N1C(=O)COC(=O)/C=C/c1ccc(Br)o1 (centres undefined)	i
O=C1NC(=S)NC1=Cc1ccc2c(c1)CCC2	i
CN(Cc1ccccc1)C(=O)c1ccccc1N(C)S(=O)(=O)c1ccccc1	i
O=C(c1ccccc1)N1N=C(c2ccc(F)cc2)CC1c1ccc(F)cc1 (centres undefined)	i
CCN(CC(=O)NCc1cccs1)C(=O)c1ccc(S(=O)(=O)Nc2ccccc2Cl)cc1	i
CCOc1ccc(OCCNC(=O)c2oc3ccccc3c2COC)cc1	i
O=C(COc1ccc(Br)cc1Cl)NC(=O)NC1CCCC1	i

(listing goes on)
SMILES	TMEM16A act
Cc1cc(C)c(NC(=O)C2CC(=O)N(C3CCCC3)C2)c(C)c1 (centres undefined)	i
COc1ccc(N2CCN(C(=O)CN3C(=O)NC4(CCCCC4C)C3=O)CC2)cc1 (centres undefined)	i
CC(=O)Nc1ccc(NC(=O)C(C)Sc2nnc(C3CC3)n2-c2ccccc2)cc1 (centres undefined)	i
COc1ccc(NC(=O)CN2C(=O)NC3(CCCc4ccccc43)C2=O)c(OC)c1 (centres undefined)	i
O=S(=O)(c1ccc(SCc2ccccc2)nc1)N1CCCCC1	i
CCCCN1C(=O)N(CCc2ccc(F)cc2)S(=O)(=O)c2cc(C(F)(F)F)ccc21	i
O=C(COC(=O)c1ccco1)Nc1cc(S(=O)(=O)N2CCCCC2)ccc1Cl	i
C[C@@H]1CN([C@@H](C)CO)C(=O)c2cc(NC(=O)C3CC3)ccc2O[C@@H]1CN(C)Cc1ccc(Cl)c(Cl)c1	i
C[C@H](NC(=O)c1[nH]cnc1C(=O)Nc1ccc(Cl)cc1)c1ccccc1	i
CC1CCC2(CC1)NC(=O)N(CC(=O)Nc1cccc(S(=O)(=O)N3CCCCC3)c1)C2=O (centres undefined)	i
O=[N+]([O-])c1ccc(CS(=O)c2ccccc2)cc1 (centres undefined)	i
N#Cc1cccc(C(=O)OCc2cccc(S(=O)(=O)N3CCOCC3)c2)c1	i
Cc1ccc(-n2ncc3c(=O)[nH]c(SCC(=O)NCC4CCCO4)nc32)cc1 (centres undefined)	i
COc1ccc(-c2sc3ccc(OC)cc3c2-c2ccc(OCCN3CCOCC3)cc2)cc1	i
CC1CCN(C(=O)COC(=O)c2cc(=O)[nH]c3ccccc23)CC1	i
CCOC(=O)C1=C(C)NC(C)=C(C(=O)OCC)C1C(=O)OCC(=O)NC(C)c1ccccc1 (centres undefined)	i
CC(C)(C)CC(C)(C)N=C1Nc2cc(Cl)c(Cl)cc2NC12C[C@H]1CCC(=O)N3CC[C@@H](C2)[C@@H]13 (some centres undefined)	i
C[C@H](CO)N1C[C@H](C)[C@@H](CN(C)C(=O)Nc2ccc3c(c2)OCO3)Oc2ccc(NC(=O)Nc3ccc(C(F)(F)F)cc3)cc2C1=O	i
O=C(Nc1ncn[nH]1)c1ccc(Cl)c(Cl)c1	i
O=C(NCC(=O)N1CCCCC1)c1sc2ccccc2c1Cl	i

Next part.
SMILES	TMEM16A act
CCOC(=O)C(=O)c1c(C)cc2ccccn12	i
COc1ccc(NC(=O)CSc2nnc(-c3ccc(F)cc3)o2)cn1	i
CCCn1c(N)c(N2CCCCC2)c(=O)n(CC(=O)Nc2cccc(S(=O)(=O)N(C)C)c2)c1=O	i
NC(=O)C1CCN(C(=O)CSc2ccsc2[N+](=O)[O-])CC1	i
CC1Cc2ccccc2N1CC(=O)N(C)c1c(N)n(Cc2ccccc2)c(=O)[nH]c1=O (centres undefined)	i
Cc1cccc(N2C(=O)C=CC2=O)c1	i
Cc1cccc(C)c1NC(=O)CNC(=O)COC(=O)c1ccc(Cl)s1	i
CC(C)C(=O)Nc1ccc(C(=O)CSc2nnc(C3CC3)n2C2CC2)cc1	i
CCn1c(=O)cc(OCC(=O)N2CCc3ccccc32)c2ccccc21	i
CCN(CC)c1ccc(C(=O)OCC(=O)Nc2ncccn2)cc1	i
Cc1ccc(OCCNC(=O)c2ccc(C)o2)cc1	i
COc1ccc(-c2coc3cc(OC(C)=O)ccc3c2=S)cc1	i
Cc1nc(C)c(C(=O)OCC(=O)NCc2ccccc2Cl)s1	i
COc1cccc(NC(=O)CN(C)C(=O)CSc2nc(C)cc(C)n2)c1	i
O=C(N[C@H]1C/C=C\C[C@H](CC(=O)N(CCO)Cc2ccccc2)C(=O)NC[C@H](c2ccccc2)OC1=O)OCC1c2ccccc2-c2ccccc21	i
CN(CC(=O)Nc1ccc(Cl)c(S(=O)(=O)N2CCOCC2)c1)C(=O)c1cccs1	i
O=C(C=Cc1ccccn1)c1ccccc1	i
CC(=O)c1ccc(OC(C)C(=O)NC2CCCCC2C)cc1 (centres undefined)	i
OC(CN1CCCCC1)c1ccc2c3c(cccc13)CC2 (centres undefined)	i
COc1ccccc1C(=O)NC(=O)COC(=O)c1ccc(Br)o1	i

The list goes on:
SMILES	TMEM16A act
CC(C)(C)OC(=O)C[C@H]1C/C=C\C[C@H](CC(=O)N[C@H](CO)Cc2ccccc2)C(=O)N2CCC[C@@H]2COC1=O	i
O=C(O)c1ccc(NCc2nc3cc4ccccc4cc3[nH]2)cc1	i
O=C(Nc1cccc2ccccc12)OCc1ccccc1	i
CCN(CC)C(=O)c1nc[nH]c1C(=O)N(CC)CC	i
CC(NC(=O)COC(=O)c1cc2ccccc2cc1O)c1ccccc1 (centres undefined)	i
O=C(COC(=O)c1ccc(S(=O)(=O)NCc2ccco2)cc1)NCc1ccc(F)cc1	i
CCOC(=O)C1=C(C)NC(C)=C(C(=O)OCC)C1C(=O)OCC(=O)N1CCCCC1C (centres undefined)	i
CCN1CCCC1CNC(=O)c1cn(C)c2ccc(S(=O)(=O)N3CCCCCC3)cc2c1=O (centres undefined)	i
COc1ccc(C(=O)OCC(=O)Nc2ccc(OC)c(S(=O)(=O)N3CCCCC3)c2)cc1[N+](=O)[O-]	i
Nn1c(SCC(=O)Nc2ccc3c(c2)CCC3)nnc1C1CC1	i
O=C(CSc1ncccn1)Nc1ccc(Cl)c(S(=O)(=O)N2CCOCC2)c1	i
O=C(NC(=S)N1CCCC1)c1ccccc1F	i
CCOC(=O)C1=CN(Cc2cccc(-c3cccnc3)c2)S(=O)(=O)N(CC)C1C (centres undefined)	i
Cc1ccnn1-c1ccc(C(=O)NCc2ccccc2CN2CCOCC2)cc1	i
CCN1C[C@@H]2[C@@H]3C(=O)N(Cc4ccccc4)C(=O)[C@@H]3[C@](CC)(C1=O)N2C(=O)c1ccccc1	i
COc1ccc(CN2CCN(C(=O)c3ccccc3C(=O)c3ccccc3)CC2)cc1OC	i
COc1ccc(CCNC(=O)COC(=O)Cc2ccccc2F)cc1	i
CC1CCCCC12NC(=O)N(CC(=O)NCCc1ccccc1)C2=O (centres undefined)	i
CC(C)(C)OC(=O)C[C@@H]1C/C=C\C[C@@H](CC(=O)N(CCO)Cc2ccccc2)C(=O)N[C@H](Cc2ccccc2)COC1=O	i
COc1ccc(C(=O)Nc2cccc(S(=O)(=O)NC3=NCCC3)c2)cc1OC	i

4 entries from above, field by field.
COc1ccc(C(=O)OCC(=O)Nc2ccc(OC)c(S(=O)(=O)N3CCCCC3)c2)cc1[N+](=O)[O-]
  TMEM16A act = i

COc1ccc(CN2CCN(C(=O)c3ccccc3C(=O)c3ccccc3)CC2)cc1OC
  TMEM16A act = i

CC1CCCCC12NC(=O)N(CC(=O)NCCc1ccccc1)C2=O (centres undefined)
  TMEM16A act = i

Nn1c(SCC(=O)Nc2ccc3c(c2)CCC3)nnc1C1CC1
  TMEM16A act = i

Remaining list, next part
mol	TMEM16A act
O=C1CCC/C=C/C[C@H](CC(=O)N(CCO)Cc2ccccc2)C(=O)N[C@@H](Cc2ccccc2)CO1	i
Cc1c(C(=O)N2CCN(c3ncccn3)CC2)oc2ccc(F)cc12	i
CCCNC(=O)C(Cc1cccc(Cl)c1)NC(=O)c1ccccc1 (centres undefined)	i
Cc1cccc2c(=O)n3c(cc12)-c1[nH]c2ccccc2c1CC3	i
COc1ccccc1C=NNC(=O)c1ccccc1OCCOc1ccccc1	i
Cc1ccc(S(=O)(=O)N2CCOCC2)cc1C(=O)OCC(=O)c1c(N)n(C)c(=O)n(C)c1=O	i
CCOc1ccc(NC(=O)COC(=O)CCC(=O)c2cccs2)cc1	i
O=C(c1cccc(S(=O)(=O)N2CCCC2)c1)N1CCOCC1	i
CN(C)S(=O)(=O)c1ccc(C(=O)N2CCN(S(=O)(=O)c3ccc4c(c3)OCCO4)CC2)cc1	i
O=C(COC(=O)c1cnccn1)Nc1ccccc1-c1ccccc1	i
Cc1cc(Br)ccc1NC(=O)CN(C)C(=O)c1ccc(-n2cncn2)c([N+](=O)[O-])c1	i
CC(=O)Nc1ccc(C(=O)COC(=O)c2nc3nc(C)cc(C)n3n2)cc1	i

Next structures follow:
mol	TMEM16A act
COc1cccc(/C=C/C(=O)OCC(=O)c2ccc(C)c(C)c2)c1OC	i
Oc1ccccc1C=NN=Cc1c(O)ccc2ccccc12	i
COc1ccccc1C(=O)COC(=O)COc1ccc(C#N)cc1	i
NNC(=O)C1CC(O)CN1S(=O)(=O)c1ccc2ccccc2c1 (centres undefined)	i
CS(=O)(=O)N1Cc2ccccc2CC1C(=O)OCC(=O)NCCc1ccc(S(N)(=O)=O)cc1 (centres undefined)	i
CCOc1ccc(NC(=O)CN(C)C(=O)CC2CCCC2)cc1OCC	i
O=C(NCCC1=CCCCC1)c1ccc(-n2cncn2)cc1	i
COc1ccccc1-c1sc2ccccc2c1C#Cc1ccc(N(C)C)cc1	i
CCN(CC)C1Oc2cc3c(cc2C(c2cc(OC)c(OC)c(OC)c2)C1C)OCO3 (centres undefined)	i
CCc1cccc2c(C(=O)CN3C(=O)N(C)C4(CCCCC4)C3=O)c[nH]c12	i
Cc1cc(C)c(CNC(=O)c2cc(C3CC3)nc3c2cnn3C(C)C)c(=O)[nH]1	i
COC(=O)c1cccc(F)c1C(=O)c1cccc2ccccc12	i

Later entries:
mol	TMEM16A act
CN(C)S(=O)(=O)n1cnc([C@@H]2[C@H]3C(=O)OC[C@@H]3C[C@@]23N=CN(Cc2ccccc2)C3=O)c1	i
CCN1CCN(c2ccc(S(=O)(=O)N3CCCCC3)cc2N)CC1	i
Cc1ccc(S(=O)(=O)N2CCOCC2)cc1NCC(=O)Nc1ccc(OC(F)(F)F)cc1	i
CN(C)c1ccc(C(=O)OCC#CCSc2nnc(-c3cccc4ccccc34)o2)cc1	i
O=C(NCCc1ccc(OC(F)F)cc1)C1CC(=O)N(c2ccc3c(c2)OCCO3)C1 (centres undefined)	i
COCCCNC(=O)Cn1ccc(NC(=O)OCc2ccccc2)nc1=O	i
O=C(COc1c(F)c(F)cc(F)c1F)NNC(=O)CC1CCS(=O)(=O)C1 (centres undefined)	i
CCN(CC(=O)Nc1c(F)cccc1F)C(=O)Cc1sc(C)nc1-c1ccc(F)cc1	i
CC1(C)CC(=O)C(c2ccccc2)(c2ccccc2)C(=O)C1	i
C=C(C)CN(CC)C(=O)CSc1ccc(S(=O)(=O)N2CCN(C)CC2)cn1	i
O=C(CCN1C(=O)C2CC=CCC2C1=O)Nc1ccc(S(=O)(=O)N2CCCCC2)cc1 (centres undefined)	i
O=C(N/N=C/c1cc(Cl)cc([N+](=O)[O-])c1O)c1cccc(S(=O)(=O)N2CCOCC2)c1	i

A second format for some results above:
| TMEM16A act | mol |
| --- | --- |
| i | CCN(CC)C(=O)c1nc[nH]c1C(=O)N(CC)CC |
| i | Cc1cccc(C)c1NC(=O)CNC(=O)COC(=O)c1ccc(Cl)s1 |
| i | CN(C)S(=O)(=O)c1ccc(C(=O)N2CCN(S(=O)(=O)c3ccc4c(c3)OCCO4)CC2)cc1 |
| i | CCOC(=O)C1=C(C)NC(C)=C(C(=O)OCC)C1C(=O)OCC(=O)N1CCCCC1C (centres undefined) |
| i | CS(=O)(=O)N1Cc2ccccc2CC1C(=O)OCC(=O)NCCc1ccc(S(N)(=O)=O)cc1 (centres undefined) |

Continued.
mol	TMEM16A act
CC(C)(C)CNC(=O)c1ccc2c(c1)S(=O)(=O)c1cc(Cl)ccc1C2=O	i
COc1ccc(CCNC(=O)COC(=O)CSc2ccc(C(N)=O)cc2[N+](=O)[O-])cc1OC	i
Cc1cccc(C)c1NC(=O)COC(=O)C1CC1	i
Cc1ccc(-n2nnnc2SCC(=O)N2CCNC2=O)cc1C	i
COc1cc2c(c(OC)c1OC)-c1ccc(SC)c(=O)cc1C(N)CC2 (centres undefined)	i
O=C(Nc1ccccc1)c1nc[nH]c1C(=O)NCCCNC(=O)c1[nH]cnc1C(=O)Nc1ccccc1	i
